Pin1 inhibitor = qHTS Assay to Find Inhibitors of Pin1; Pin1 FP peptide displacement, HiFluor488, 10 min; Potency, µM (top dose mostly 115 µM), without a hit: top-dose activity, negative = inhibition, actives largely listed as inhibitors; actives 0.009% (n = 390,000); AID 504891, 2011; Peptidyl-prolyl cis-trans isomerase NIMA-interacting 1 (Homo sapiens), Q13526; active = well fitted inhibition curve with a large enough effect in the polarisation, with a control signal flat, not every such curve was filed as active; inconclusive = small, poorly fitted or top-dose-only effect, or effect the other way, or a change in a side signal; inactive = no such curve, though single readings can be large or run the other way; the % refers to the polarisation; also: potency is read from the fitted curve at half-maximal effect; % is scaled to controls: 0 for no effect and ±100 for the full control effect
Target sequence (Q13526 whole entry, looked up): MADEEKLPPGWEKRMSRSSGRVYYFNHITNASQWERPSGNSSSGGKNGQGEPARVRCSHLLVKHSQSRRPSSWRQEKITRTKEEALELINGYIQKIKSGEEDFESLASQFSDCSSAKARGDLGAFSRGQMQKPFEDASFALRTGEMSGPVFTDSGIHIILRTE
USP1 inh = Inhibitors of USP1/UAF1: Primary Screen | AID 743255, 2014 | Ubiquitin carboxyl-terminal hydrolase 1 (Homo sapiens), O94782 | Potency, µM (top dose mostly 57.1 µM), inactives show top-dose activity change, negative = inhibition, actives largely listed as inhibitors | actives 0.23% (n = 390,000) | recombinant USP1/UAF1, Ub-Rhodamine cleavage fluorescence; also: potency is read from the fitted curve at half-maximal effect; % is scaled to controls: 0 for no effect and ±100 for the full control effect; nearly all actives have a fitted effect of over 60% in size; inactives centre near -12
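USP1/UAF1 complex at 1 nM was preincubated with compound for 15 min at room temperature, then Ub-Rho substrate (150nM final) was added. Fluorescence (480/540 nm) was read kinetically, 6 reads every 60 seconds.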
TRHR PAM = qHTS for Small Molecule Agonists and Allosteric Enhancers of Human TRH Receptor: Primary Screen for Enhancers | Thyrotropin-releasing hormone receptor (Homo sapiens), P34981 | TRHR cells, fluo-8 calcium fluorescence, EC20 TRH enhancement | enhancement, % at 2 µM | actives 0.66% (n = 360,000); in the data active = enhancement above about 30%; also: 0% is about no effect
Target sequence (P34981 whole entry, looked up): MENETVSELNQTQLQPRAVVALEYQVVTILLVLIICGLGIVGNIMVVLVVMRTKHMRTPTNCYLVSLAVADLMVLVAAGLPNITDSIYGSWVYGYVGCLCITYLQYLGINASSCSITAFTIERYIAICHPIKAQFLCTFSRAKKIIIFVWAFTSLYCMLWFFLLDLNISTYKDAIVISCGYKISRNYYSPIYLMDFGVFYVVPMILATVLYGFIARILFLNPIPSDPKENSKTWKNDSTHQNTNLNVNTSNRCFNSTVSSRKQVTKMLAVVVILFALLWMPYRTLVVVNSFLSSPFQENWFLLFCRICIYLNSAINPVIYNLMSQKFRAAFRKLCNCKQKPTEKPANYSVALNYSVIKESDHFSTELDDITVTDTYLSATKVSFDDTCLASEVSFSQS
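Enhancer read-out: after compound pinning and an initial kinetic agonist-mode read, an EC20 of TRH (10 nM final) was injected and fluo-8 calcium signal (Ex 480/Em 530) followed at 1 s/cycle for 100 cycles in TRHR-expressing cells.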
TrxR1 inh = qHTS Assay for Inhibitors of Mammalian Selenoprotein Thioredoxin Reductase 1 (TrxR1): qHTS; Thioredoxin reductase 1, cytoplasmic (Rattus norvegicus), O89049; recombinant rTrxR1, NADPH fluorescence consumption, selenite substrate; Potency, µM (series often up to 114 µM), for the others: top-dose activity change, negative = inhibition, most hits filed as inhibitors; actives 1% (n = 390,000); AID 588453, 2011; also: potency is read from the fitted curve at half-maximal effect; % is scaled to controls: 0 for no effect and ±100 for the full control effect; nearly all actives have a fitted effect of over 65% in size
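Rat TrxR1 (90 nM in the dispensed reagent) was pre-reduced with 400 uM NADPH for 5 min at room temperature, then incubated with compound for 15 min. After 400 uM selenite was added, NADPH fluorescence (Ex 340/Em 450 nm) was followed for 8 min.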
TrxR1 substrate = qHTS Assay for Substrates of Mammalian Selenoprotein Thioredoxin Reductase 1 (TrxR1): qHTS; Thioredoxin reductase 1, cytoplasmic (Rattus norvegicus), O89049; purified TrxR1 substrate turnover, NADPH consumption readout; Potency, µM (doses to about 114 µM), without a hit: top-dose activity change, negative = substrate turnover; actives 0.01% (n = 390,000); also: potency is read from the fitted curve at half-maximal effect; % is scaled to controls: 0 for no effect and ±100 for the full control effect; nearly all actives have a fitted effect of over 50% in size
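Rat TrxR1, dispensed at 90 nM, was prereduced with 400 uM NADPH (final) for 5 min at ~22 deg C, then incubated with compound 15 min before 400 uM selenite. A first-read NADPH fluorescence drop versus no-compound background flagged substrates.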
D2 antagonist = HTS Assay for Allosteric Antagonists of the Human D2 Dopamine Receptor: Primary Screen for Antagonists. D(2) dopamine receptor (Homo sapiens), P14416. HEK293 TREx D2 cells, calcium flux, dopamine EC80. inhibition, % at 10 µM. actives 2% (n = 340,000); in the data active = inhibition above about 30%; also: 0% is about no effect
Target sequence (P14416 whole entry, looked up): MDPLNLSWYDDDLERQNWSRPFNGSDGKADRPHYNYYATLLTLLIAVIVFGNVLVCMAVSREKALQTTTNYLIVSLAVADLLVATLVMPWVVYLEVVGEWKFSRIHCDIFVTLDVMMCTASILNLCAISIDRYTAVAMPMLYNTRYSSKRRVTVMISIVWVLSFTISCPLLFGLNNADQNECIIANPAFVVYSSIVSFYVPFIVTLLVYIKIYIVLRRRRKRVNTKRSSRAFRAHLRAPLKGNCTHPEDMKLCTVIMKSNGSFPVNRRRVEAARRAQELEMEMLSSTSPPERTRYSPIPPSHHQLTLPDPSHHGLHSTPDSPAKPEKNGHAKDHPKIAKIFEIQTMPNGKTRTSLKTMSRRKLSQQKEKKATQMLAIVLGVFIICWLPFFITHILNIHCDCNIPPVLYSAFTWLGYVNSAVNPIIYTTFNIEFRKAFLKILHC
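Tetracycline-induced HEK293 T-REx cells expressing D2 force-coupled to calcium signalling were dye-loaded, exposed to compound for 180 s, then challenged with an EC80 of dopamine; calcium flux was followed kinetically for a further 180 s.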
TRHR ag = qHTS for Small Molecule Agonists and Allosteric Enhancers of Human TRH Receptor: Primary Screen for Agonists. Thyrotropin-releasing hormone receptor (Homo sapiens), P34981. TRHR cells, calcium flux fluo-8, FDSS agonist mode. activation, % at 2 µM. actives 0.18% (n = 360,000); in the data active = activation above about 30%; also: 0% is about no effect
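Fluo-8-loaded TRHR cells; 10 s baseline, compound added, kinetic Ca2+ fluorescence read 1/s, agonist mode.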
mIDH1 inhibitor = qHTS for Inhibitors of mutant isocitrate dehydrogenase 1 (IDH1): qHTS; AID 602179, 2012; IDH1-R132H enzyme, NADPH consumption, diaphorase/resazurin fluorescence; actives 0.093% (n = 390,000); Isocitrate dehydrogenase [NADP] cytoplasmic (Homo sapiens), O75874; Potency, µM (highest dose often 76.6 µM), for inactives: at the highest dose activity change, negative = inhibition, hits mostly inhibitors; also: potency is read from the fitted curve at half-maximal effect; % is scaled to controls: 0 for no effect and ±100 for the full control effect; nearly all actives have a fitted effect of over 65% in size
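IDH1-R132H (0.5 ug/mL dispensed) in pH 7.5 Tris buffer was preincubated 30 min with compound, then given a substrate mix of 0.016 mM NADPH and 2 mM alpha-KG for 80 min at room temperature; remaining NADPH was read by diaphorase/resazurin fluorescence.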
D2 ag = HTS Assay for Allosteric Agonists of the Human D2 Dopamine Receptor: Primary Screen for Agonists. AID 485358, 2010. actives 0.53% (n = 340,000). D(2) dopamine receptor (Homo sapiens), P14416. HEK293 T-REx D2 cells, calcium flux agonist mode. activation, % at 2 µM;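 active = activation over 3 SD above normal in the single-dose calcium agonist read, cut at about 30% in these data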; also: 0% is about no effect
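Tetracycline-induced HEK293 T-REx cells with force-coupled D2 receptor, plated overnight at 30 C, loaded with no-wash calcium dye. After a 10 s baseline, compound was pin-added and calcium flux read kinetically for 180 s; calcium rises flagged agonists.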
Active calls of the source: *; ? = inconclusive; / = not tested or not shown; [ ] = another dose, or the depositor's remark. Unless noted, calls follow the shape of the dose curve; as a rule, active = well fitted inhibition curve with a large enough effect; inconclusive = small, poorly fitted or top-dose-only effect; inactive = no such curve, though single readings can be large or run the other way. An excerpt; rates above refer to the full screens.

SMILES	Pin1 inhibitor	USP1 inh	TRHR PAM	TrxR1 inh	TrxR1 substrate	D2 antagonist	TRHR ag	mIDH1 inhibitor	D2 ag
CCOc1ccc(N/C=C/C(=O)c2ccccc2)c([N+](=O)[O-])c1	9%	-5%	-3	-2%[57.1 µM]	-5%	2	0.2	4%	-0.8
O=C(CSC1=NCCS1)Nc1ccccc1F	1%	-23%	-4	21%	-5%	5	-1.4	0%	-0.2
CCOC(=O)N1CCN(C(=O)c2cccc(OC)c2OC)CC1	1%	-10%	1	-4%	2%	-2	0.3	8%	0.3
CSCCC(=O)N1CCCC(N2CCN(c3cccc(C(F)(F)F)c3)CC2)C1 (centres undefined)	2%	-4%	-8	6%	-4%	-3	-0.4	1%	0.4
CC1CCC2(CC1)NC(=O)N(CC(=O)Nc1cccc(C#N)c1)C2=O (centres undefined)	-5%	-11%	4	3%	0%	8	0.0	5%	0.3
C[C@@H]1CN(C(=O)c2nc3ccc(Cl)cn3c2CNCC[C@@H]2C[C@@H]3C=C[C@H]2C3)C[C@H](C)O1	3%	-19%	-3	5%[57.1 µM]	5%[57.1 µM]	/	0.7	-6%	/
OC(c1ccc(Cl)cc1)c1nccc2ccccc12 (centres undefined)	-10%	-13%	-3	32%	4%	6	-0.4	3%	-0.6
COc1ccc2ccccc2c1/C=N/NC(=O)c1cccc(C)c1	2%	-5%	/	22%	-6%	/	/	3%	/
Cc1ccc(Cn2ncc3c(NCCCN(C)C)ncnc32)cc1	-6%	-22%	-1	-5%	-2%	3	0.3	6%	-0.2
CC(=O)NCCn1ccc2ccccc21	-4%	-2%	-5	14%[57.1 µM]	15%[57.1 µM]	1	0.7	2%	0.2
COc1ccc(-c2c[n+]3c4n2CCCCC4=C(c2ccc(Br)cc2)C3)cc1	27%	-10%	-6	197%[activator][57.1 µM]	273%[activator][57.1 µM]	4	0.7	2%	-0.9
Cc1cccc(NC(=O)c2cc[n+]([O-])cc2)c1C	-12%	-31%	4	12%	4%	-1	1.2	8%	1.8
CCCC(=O)Nc1c(-c2cccc(OC)c2)c(=O)c2ccccc2n1C	-1%	-1%	-10	-7%	-5%	1	0.8	2%	-1.3
O=C(CCOc1ccccc1)Nc1ccc([N+](=O)[O-])cc1	-3%	-8%	13	17%	-6%	6	-0.5	-2%	-0.4
CCOC(=O)C1CCN(S(=O)(=O)c2ccc3c(c2)CCN3C(C)=O)CC1	-6%	-18%	3	24%	3%	-1	0.8	-4%	1.4
O=C(NCC(c1cccs1)N1CCOCC1)c1cnc(Cl)c(Cl)c1 (centres undefined)	-9%	-3%	/	8%	-4%	/	/	-1%	/
COc1ccc(OCCCC(=O)OCC(=O)Nc2sccc2C(N)=O)cc1	5%	-12%	1	4%[57.1 µM]	1%[57.1 µM]	8	0.4	-3%	1.0
O=C(Nc1ccccc1NC(=O)c1c(F)c(F)c(F)c(F)c1F)c1c(F)c(F)c(F)c(F)c1F	-2%	-25%	-1	16%	5%	8	0.8	2%	2.9
COc1cc(OC)c(NC(=O)c2sc3ncn(CC(=O)N4CCOCC4)c(=O)c3c2C)cc1Cl	-3%	-19%	3	10%	5%	-7	0.0	4%	1.2
C=CCN(CC=C)C(=O)c1ccc(OC2CCN(C(C)=O)CC2)c(OC)c1	4%	-16%	3	-7%	-2%	-5	0.2	2%	2.8
C[C@@H](C(=O)NC1CCCC1)N1C(=O)N2CCc3c([nH]c4ccccc34)[C@@]2(C)C1=O	-8%	-28%	14	-4%	-4%	-9	0.1	-3%	-1.3
CCC(=O)N1CCN(c2ccc(NC(=O)c3cccs3)cc2)CC1	-6%	-6%	3	11%	-4%	-13	-1.1	-1%	-0.5
Cc1cc(NC(=O)NC2CC(=O)N(c3ccc4c(c3)OCCO4)C2)no1 (centres undefined)	0%	-14%	-3	12%	7%	0	-0.7	0%	0.4
CCc1nnc(NC(=O)CCC(=O)N2CCN(c3cccc(Cl)c3)CC2)s1	6%	-8%	4	-10%	-1%	10	0.2	-7%	0.1
CCOC(=O)c1ccc(NC2OC(=O)c3ccccc32)cc1 (centres undefined)	0%	-18%	0	8%	3%	15	-0.6	2%	0.3
COc1ccc(/C=C2/SC(=S)N(n3c(C)ccc3C)C2=O)cc1	-2%	-14%	-6	-8%	2%	-5	-1.4	6%	-0.2
CC(=O)Nc1ccc(-c2nn[nH]n2)cc1	1%	-17%	13	11%	3%	/	0.0	0%	/
COc1cc(C(CC(=O)Nc2ccc(F)cc2F)N2Cc3ccccc3C2=O)cc(OC)c1OC (centres undefined)	-1%	?	-2	9%	-2%	/	-0.4	-6%	-0.2
Cc1nc(NCc2ccco2)c2cn[nH]c2n1	-2%	-9%	/	21%	2%	/	/	-1%	/
CC(=O)/C(N=Nc1c(C)n(C)n(-c2ccccc2)c1=O)=C(\C)O	1%	-10%	-11	-11%	-11%	10	0.0	1%	1.4
Cn1c(SCc2ccc(C(=O)Nc3nccs3)cc2)nnc1-c1ccccc1	1%	4%	4	0%	1%	-19	-0.4	0%	0.4
CCc1ccc(Nc2n[n+](-c3ccccc3)c(-c3c(Cl)cccc3Cl)s2)cc1	-4%	-19%	-9	-3%	-9%	23	-0.1	?	-0.4
Cc1ccc(S(=O)(=O)CC(N)=O)cc1	0%	13%	3	-2%	9%	6	1.3	2%	1.3
COCCNC(=O)CN1CCC(n2c(C)nc3cc(C(F)(F)F)ccc32)CC1	?	-13%	3	30%	18%	7	1.9	4%	1.8
CCCCN(Cc1ccco1)S(=O)(=O)c1c[nH]c(C(=O)OC)c1	4%	-17%	0	-25%	1%	-1	-0.3	9%	-1.0
OCCC1CN(Cc2cccc(-c3ccco3)c2)CCN1Cc1ccsc1 (centres undefined)	5%	-10%	6	7%	-1%	25	0.4	-6%	-0.4

Look-ups from the list.
`Cc1ccc(S(=O)(=O)CC(N)=O)cc1` – mIDH1 inhibitor: 2%
`COCCNC(=O)CN1CCC(n2c(C)nc3cc(C(F)(F)F)ccc32)CC1` – TrxR1 substrate: 18%

Remaining list, next part
SMILES	Pin1 inhibitor	USP1 inh	TRHR PAM	TrxR1 inh	TrxR1 substrate	D2 antagonist	TRHR ag	mIDH1 inhibitor	D2 ag
COc1ccc2nc(SCC(=O)c3c(N)n(C4CC4)c(=O)[nH]c3=O)[nH]c2c1	1%	-19%	1	20%	0%	/	-0.2	-9%	/
Cc1ccc(C(CCNC(C)c2cccs2)c2ccco2)cc1 (centres undefined)	0%	-7%	1	9%[11.4 µM]	4%[57.1 µM]	-2	-0.6	4%	-0.8
O=c1c2ccccc2nc(-c2ccco2)n1/N=C/c1ccccc1O	8%	-19%	1	-87%	-2%	-11	0.1	10%	0.4
Cc1ccc(C(=O)N[C@@H](C)CN2C3=NC[C@H](C(C)C)N3C[C@H]2Cc2ccc(O)cc2)cc1Br	1%	6%	-5	-6%[57.1 µM]	8%[57.1 µM]	0	0.0	5%	0.9
CCn1c(C(C)NC(C)=O)nc2ccccc21 (centres undefined)	7%	-19%	7	10%[57.1 µM]	-6%[57.1 µM]	-4	0.3	12%	1.1
CCc1nnc(NC(=O)CN2CCN(c3ccccc3F)CC2)s1	-1%	-24%	-2	26%	0%	-19	0.4	-15%	6.3
O=[N+]([O-])c1ccc(-c2nc(-c3ccncc3)no2)cc1	17%	2%	-4	3%[57.1 µM]	-1%[57.1 µM]	-14	0.3	1%	-0.4
OCC1(Cc2ccc(Cl)cc2)CCN(CCCc2ccccc2)CC1	2%	-12%	1	1%[57.1 µM]	-5%[57.1 µM]	69*	2.2	-4%	78*
COc1ccccc1NC(=O)C1=C(C)Nc2nc(-c3ccc(N(C)C)cc3)nn2C1c1ccncc1 (centres undefined)	-1%	-8%	6	1%	-2%	-7	0.9	4%	-0.2
Cn1c(SCC(=O)N2CCCc3ccccc32)nnc1-c1c[nH]c2ccccc12	-7%	-7%	1	-2%	0%	8	-0.1	5%	-0.3
COCCn1c(C)cc(C(=O)COC(=O)c2ccc([N+](=O)[O-])o2)c1C	-2%	?	-5	?	-2%	0	0.7	21%	0.4
O=C(CSc1nnc(CN2CCOCC2)n1-c1ccc(Cl)cc1)N1CCc2ccccc21	-2%	2%	/	13%[57.1 µM]	13%[57.1 µM]	/	/	1%	/
COc1ccc(N(CC(=O)Nc2cccc(C)c2)S(=O)(=O)c2c(C)noc2C)cc1	-2%	-21%	2	16%	2%	-11	-0.3	-1%	0.7

2 records drawn at random from the list so far:
SMILES	Pin1 inhibitor	USP1 inh	TRHR PAM	TrxR1 inh	TrxR1 substrate	D2 antagonist	TRHR ag	mIDH1 inhibitor	D2 ag
CCc1nnc(NC(=O)CN2CCN(c3ccccc3F)CC2)s1	-1%	-24%	-2	26%	0%	-19	0.4	-15%	6.3
O=C(CSc1nnc(CN2CCOCC2)n1-c1ccc(Cl)cc1)N1CCc2ccccc21	-2%	2%	/	13%[57.1 µM]	13%[57.1 µM]	/	/	1%	/

Screens from PubChem.
